High-throughput results (PubChem BioAssay)
Tau FP inhib = inhibitors of human tau fibril formation. P10636. K18 P301L tau heparin fibrillization, Alexa594 FP, 6 h. Potency, µM (series often up to 57.7 µM), inactives show top-dose activity, negative = inhibition, most hits filed as inhibitors. 280,000 compounds, 0.39% hits; also: nearly all actives have a fitted effect of over 55% in size
Target sequence (P10636 561-689 P618L limits assumed): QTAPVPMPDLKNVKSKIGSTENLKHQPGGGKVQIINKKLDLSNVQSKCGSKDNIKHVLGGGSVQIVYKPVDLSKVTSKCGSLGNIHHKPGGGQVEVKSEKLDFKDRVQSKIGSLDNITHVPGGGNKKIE
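Steps: dispense K18 P301L tau (15 uM plus 0.24 uM Alexa 594 tracer, final) in pH 7 sodium acetate; add compound; add heparin (20 uM final); incubate 6 hr, 37 C; add ThT (30 uM final); after 1 hr ambient, read FP.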
Tau fibril ThT = tau fibrillization inhibition (ThT binding). P10636. recombinant tau K18 P301L, heparin-induced fibrillization, ThT fluorescence. Potency, µM (top dose mostly 57.4 µM), inactives show at the top dose activity, negative = inhibition, most hits filed as inhibitors. 270,000 compounds, 2.1% hits; also: nearly all actives have a fitted effect of over 55% in size
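Heparin-induced (20 uM) aggregation of recombinant human K18 P301L tau, 15 uM unlabeled with 0.24 uM labeled, pH 7 acetate buffer, 6 hr at 37 C with compound. Fibrils quantified by 30 uM ThT fluorescence after 1 hr ambient incubation.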
Tau fluor cs = counter-screen for tau fibril formation inhibitors; tau K18 P301L (four-repeat tau fragment) Alexa594 fluorescence, heparin fibrillization; Potency, µM (series often up to 57.7 µM), for inactives: at the highest dose activity change, negative = decrease; 280,000 compounds, 0.93% hits; also: nearly all actives have a fitted effect of over 55% in size
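Human K18 P301L tau (15 uM unlabeled plus 0.24 uM Alexa 594-labeled, final) in 100 mM sodium acetate pH 7 was mixed with compound and 20 uM heparin and incubated 6 hr at 37 C.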
Numbers without * were called inactive; ? = inconclusive. Calls follow the shape of the dose curve; as a rule, active = well fitted curve in the direction sought with a large enough effect; inconclusive = small, poorly fitted or top-dose-only effect, or another doubt; inactive = no such curve, though single readings can be large; an effect the other way counts as inactive or inconclusive. % is scaled to controls: 0 for no effect and ±100 for the full control effect; potency is read from the fitted curve at half-maximal effect. The list is partial; rates above refer to the full screens.

Each structure is followed by: Tau FP inhib	Tau fibril ThT	Tau fluor cs
> CCc1ccccc1NC(=O)C(=O)NCCc1sc(-c2cccc(C)c2)nc1C
 : -1%	-15%	-2%
> Cc1cccc(N2CCN(C(=O)Cc3c(C(=O)O)c(C)cn3C)CC2C)c1 (stereo not drawn)
 : 1%	2%	7%
> CCc1cccc(NC(=O)c2ccc3c(=O)n4nc(Nc5ccccc5OC)sc4nc3c2)c1
 : ?	0%	0%
> CC(=O)c1ccc(NC(=O)C2CCN(S(=O)(=O)c3ccc4c(c3)CCCN4C(=O)C3CCC3)CC2)cc1
 : -8%	7%	-13%
> COc1cccc(NCc2nnc3n2CCCCC3)c1
 : 4%	5%	5%
> Cc1ccc(N(C)S(=O)(=O)c2ccc(-c3cnc(C4CC4)o3)cc2)cc1
 : -1%	?	-27%
> Cc1ccc(NC(=O)c2ncoc2-c2ccco2)cc1Cl
 : ?	?	-24%
> COc1ccc(N2C(=O)CSC23C(=O)N(CC(=O)Nc2ccccc2F)c2ccccc23)cc1 (stereo not drawn)
 : -2%	-2%	-12%
> COC(=O)c1cc(NC2(c3ccccc3)C(=O)c3ccccc3C2=O)cc(C(=O)OC)c1
 : -2%	-4%	-15%
> Cc1ccc(NC(=O)COCc2cc(-c3cccs3)on2)cc1Cl
 : ?	?	?
> CCOC(=O)c1c(N)n(-c2ccccc2CC)c2nc3ccccc3nc12
 : 1%	1%	-7%
> COc1ccc(-c2nc3cc(NC(=O)COc4ccccc4C)ccc3o2)cc1
 : -12%	?	-13%
> Cc1nn(CCCC(=O)NCc2ccccc2Br)c(=O)c2c1sc1ccccc12
 : ?	?	?
> CCCC(=O)Nc1nnc(S(=O)(=O)N2CCCCCC2)s1
 : 5%	?	-23%
> CN(C)C(=O)c1ccc2c(c1)N(CC(=O)NCc1ccccc1Cl)C(=O)C1CCCCN21 (stereo not drawn)
 : -4%	-2%	-3%
> Cc1ccc(Nc2nc3ccccc3c3nnc(C)n23)cc1Cl
 : -5%	-8%	?
> Cc1ccc(-c2cc(C(=O)N3CCN(S(=O)(=O)c4ccc(Br)s4)CC3)[nH]n2)cc1C
 : ?	8%	-8%
> CCOc1ccccc1NS(=O)(=O)c1cc2[nH]c(=O)c(=O)[nH]c2cc1C
 : -3%	1%	4%
> Cc1ccc(C(=O)Nc2nnc(SCc3cc(=O)n4ccc(C)cc4n3)s2)cc1
 : -5%	-1%	4%
> CCCn1c2ccccc2c2cnn(CC(=O)NCCc3ccc(S(N)(=O)=O)cc3)c(=O)c21
 : 0%	9%	-5%

In the list so far, 2 contain an NH in an aromatic ring:
Each structure is followed by: Tau FP inhib	Tau fibril ThT	Tau fluor cs
> Cc1ccc(-c2cc(C(=O)N3CCN(S(=O)(=O)c4ccc(Br)s4)CC3)[nH]n2)cc1C
 : ?	8%	-8%
> CCOc1ccccc1NS(=O)(=O)c1cc2[nH]c(=O)c(=O)[nH]c2cc1C
 : -3%	1%	4%

Continuation:
Each structure is followed by: Tau FP inhib	Tau fibril ThT	Tau fluor cs
> CCC(C(=O)Nc1ccc(C)c(Cl)c1)n1c(=O)c(-c2ccccc2NC(C)=O)nc2ccccc21 (stereo not drawn)
 : 6%	-4%	1%
> COc1ccc(Br)cc1CNC(=O)CN1C(=O)CCCc2ccccc21
 : -7%	-1%	-3%
> COc1ccc(CNC(=O)CN2C(=O)CSc3ccc(S(=O)(=O)N4CCOCC4)cc32)c(OC)c1
 : -2%	14%	0%
> Cc1ccc(S(=O)(=O)N(CCc2ccccc2)CC(=O)Nc2cc(C)ccc2C)cc1
 : 1%	5%	-4%
> CC(=O)Nc1ccc(NS(=O)(=O)c2ccc3c(c2)CC(C)N3C(=O)C2CCC2)cc1 (stereo not drawn)
 : -1%	2%	-4%
> Cc1cccc(NC(=O)CSc2nc(=O)n(CCN3CCOCC3)c3c2CCC3)c1
 : -9%	-9%	-10%
> Cc1ccc(C(=O)N2CCC(C)CC2)cc1NC(=O)c1nsc2ccccc12
 : 3%	?	-23%
> O=C(CCSCc1cccc(F)c1)NCCc1ccccc1
 : -9%	9%	3%
> CC(=O)Nc1ccc(NC(=O)C2CCN(c3c(NC(C)=O)c(C)nn3-c3ccccc3)CC2)cc1
 : 3%	-5%	-5%
> COc1cc(CNc2ccc3[nH]c(=O)[nH]c3c2)ccc1OCc1ccccc1F
 : 8%	?	?
> C=Cc1ccc(Cn2c(=O)n(-c3ccc(C)cc3)c(=O)c3c2c2cc(OC)ccc2n3C)cc1
 : -8%	-4%	-3%
> Cc1ccc(-c2cc(C(=O)NCc3ccccc3)c3c(-c4ccc(C)cc4)[nH]nc3n2)cc1
 : -16%	11%	-2%
> Cc1ccccc1OCC(=O)NCC(c1ccc(Cl)cc1)N1CCCCC1 (stereo not drawn)
 : 9%	-6%	-2%
> COc1cccc(CNCc2cccn2-c2nnc(N3CCN(c4ccccc4)CC3)s2)c1
 : -4%	?	-13%
> CCc1ccc(S(=O)(=O)NCCc2csc3nc(-c4ccccc4)nn23)s1
 : -11%	-16%	?
> Cc1ccc(C)c(N2CCN(C(=O)CCn3c(=O)[nH]c4ccccc4c3=O)CC2)c1
 : 5%	-14%	-18%
> Cc1ccc(CN2CCCN(CC(=O)Nc3ccc(C)cc3C)S2(=O)=O)cc1
 : 15%	4%	4%
> Cc1nnc(N2CCCC(C(=O)NCCc3ccc(Cl)cc3)C2)c2nn(-c3ccccc3)c(C)c12 (stereo not drawn)
 : 8%	-10%	5%
> CCOC(=O)c1ccc(OCC2c3cc(OC)c(OC)cc3CCN2C(=O)Cc2ccc(OC)c(OC)c2)cc1 (stereo not drawn)
 : 5%	-15%	-12%
> CCOc1ccc(-n2c(SCC(=O)Nc3cc(C)ccc3C)nc3c([nH]c4ccccc43)c2=O)cc1
 : -15%	9%	-11%
> CC(=O)Nc1ccc(Nc2ncnc3c2c(-c2ccccc2)cn3-c2ccc(C)c(Cl)c2)cc1
 : ?	-17%	?
> COc1ccccc1CNC(=O)c1cc2c(=O)n(Cc3cccs3)ccc2nc1C
 : 11%	-8%	-1%
> CCc1ccc(NC(=O)CN2C(=O)CCSc3ccc(S(=O)(=O)N4CCCC4)cc32)cc1
 : -5%	8%	-2%
> Cc1cccc(-c2nc(SCc3ccc(Br)cc3)n3[nH]c(=O)cc3n2)c1
 : -8%	-3%	-8%
> Cc1cc(S(=O)(=O)N2CCN(Cc3noc(CCC(=O)N4CCCCC4)n3)CC2)ccc1F
 : 3%	7%	-1%
> COC(=O)CN1C(=O)CSc2ccc(S(=O)(=O)Nc3ccccc3)cc21
 : 0%	7%	-9%
> CC1CCCCN1c1nnc(NC(=O)Nc2ccccc2F)s1 (stereo not drawn)
 : -3%	-18%	-6%
> CCCCNC(=O)c1ccc2c(c1)NC(=O)C(CS(=O)(=O)Cc1cccc(C)c1)N2 (stereo not drawn)
 : ?	18µM*	?
> CCN(CC)c1nc2ccccc2nc1C(=O)Nc1ccc(C(C)=O)cc1
 : 0%	?	-19%
> COc1ccccc1Nc1nn2c(=O)c3ccc(C(=O)NCCC4=CCCCC4)cc3nc2s1
 : -5%	?	-7%
> COc1ccc(CNC(=O)CN2C(=O)CSc3ccc(S(=O)(=O)N4CCC(C)CC4)cc32)cc1
 : 4%	-3%	-14%
> COc1cccc(CN2C(=O)C3(SCC(=O)N3c3cc(C)cc(C)c3)c3ccccc32)c1 (stereo not drawn)
 : -1%	?	-24%
> Cc1ccc2c(=O)c(C(=O)c3cccc(Cl)c3)cn(CC(=O)Nc3ccc4c(c3)OCCO4)c2n1
 : -2%	-7%	?
> COc1cn(CC(=O)Nc2cccc(C)c2)c(CN2CCCCC2)cc1=O
 : 5%	3%	-4%
> CCc1ccccc1N1C(=O)N(CC(=O)c2ccc(OC)cc2)c2ccccc2S1(=O)=O
 : -18%	?	?
> Cc1cccc(NC(=O)CSc2nc(=O)n(Cc3cccnc3)c3c2CCC3)c1C
 : -5%	-2%	1%
> CCOC(=O)c1ccccc1NC(=O)CSc1ncc(CO)n1Cc1ccc(C)cc1
 : 5%	1%	-1%
> CN(Cc1ccccc1)S(=O)(=O)c1ccc(F)c(C(=O)Nc2cc(Cl)cc(Cl)c2)c1
 : ?	-1%	?
> Cc1ccc(NC(=O)Nc2nnc(SCC(=O)N3CCCCC3)s2)cc1
 : ?	-2%	?
> COc1cc(Cl)c(C)cc1NC(=O)C1CCN(c2nc3ccccc3n3cccc23)CC1
 : 0%	?	-28%

Continued; the last five above are carried over.
Each structure is followed by: Tau FP inhib	Tau fibril ThT	Tau fluor cs
> Cc1cccc(NC(=O)CSc2nc(=O)n(Cc3cccnc3)c3c2CCC3)c1C
 : -5%	-2%	1%
> CCOC(=O)c1ccccc1NC(=O)CSc1ncc(CO)n1Cc1ccc(C)cc1
 : 5%	1%	-1%
> CN(Cc1ccccc1)S(=O)(=O)c1ccc(F)c(C(=O)Nc2cc(Cl)cc(Cl)c2)c1
 : ?	-1%	?
> Cc1ccc(NC(=O)Nc2nnc(SCC(=O)N3CCCCC3)s2)cc1
 : ?	-2%	?
> COc1cc(Cl)c(C)cc1NC(=O)C1CCN(c2nc3ccccc3n3cccc23)CC1
 : 0%	?	-28%
> COc1ccc(CNC(=O)CN2C(=O)CCn3nc(-c4ccccc4)cc32)c(OC)c1
 : -13%	-3%	-9%
> Cc1ccc(CNS(=O)(=O)c2ccc(F)c(C(=O)Nc3ccc(C)c(F)c3)c2)cc1
 : -10%	15%	-5%
> COC(=O)c1c(-c2ccc(Cl)cc2)noc1N1CCN(c2cccc(C)c2C)CC1
 : -9%	-14%	-3%
> Cc1cccc(N2CCN(C(=O)Cn3c(-c4cccs4)cc4ccccc43)CC2)c1C
 : -1%	-11%	-5%
> CCN1C(=O)c2ccccc2Sc2ccc(NC(=O)COc3ccc(Cl)cc3)cc21
 : ?	-2%	?
> O=C(COc1ccc(F)cc1)NC1CC(=O)N(c2ccc3c(c2)OCCO3)C1 (stereo not drawn)
 : -3%	3%	3%
> CCC(Sc1nncn2c1cc1sccc12)C(=O)Nc1cccc(OC)c1 (stereo not drawn)
 : -13%	?	-27%
> COc1ccc(NC(=O)Cn2c3ncccc3c(=O)n2-c2ccc(C)c(C)c2)c(OC)c1
 : -14%	-4%	-13%
> CC(=O)N1c2nc(-c3ccco3)nn2C2(CCCCC2)[C@@H]2CCCC[C@@H]21
 : 0%	3%	-1%
> CCC(=O)Nc1ccc(CC)cc1-c1nc2ccccc2n(CC(=O)c2ccc(OC)cc2)c1=O
 : ?	-7%	-3%
> O=C(COc1ccccc1F)Nc1ccc(Cl)c(-c2nc3ccccc3[nH]2)c1
 : ?	-14%	?
> Cc1oc(-c2ccc(C(=O)NCc3cccc(F)c3)cc2)nc1COc1ccccc1
 : -11%	7%	-6%
> CCN1CCN(C(c2ccccc2)c2c(O)cc(C)n(Cc3ccco3)c2=O)CC1 (stereo not drawn)
 : ?	?	-8%
> COc1cc(OC)cc(N2C(=O)N(Cc3ccc(C(C)(C)C)cc3)c3ccccc3S2(=O)=O)c1
 : ?	11%	-1%
> COc1ccc(C2c3c(n(C)c4ccccc34)C(=O)N2CC(=O)Nc2cccc(Cl)c2)cc1 (stereo not drawn)
 : ?	9%	-24%
> COc1ccc(CCNC(=O)CCn2c(=O)c3cccn3c3cccnc32)c(OC)c1OC
 : 4%	4%	4%
> CCOc1ccccc1CNC(=O)CN1C(=O)CCn2nc(-c3cn(C)c4ccccc34)cc21
 : 14%	?	-11%
> CC(=O)c1ccc(NC(=O)c2ccc(-c3nc(CSc4ccccc4)c(C)o3)cc2)cc1
 : ?	-1%	-5%
> Cc1cc(C)cc(N2CCn3c2nc2c3c(=O)n(CCCc3ccccc3)c(=O)n2C)c1
 : -6%	8%	5%
> CCOC(=O)c1ccc(NC(=O)Cn2c(=O)cc(C(F)(F)F)c3c(C)nn(C)c32)cc1
 : -6%	-12%	?
> Cc1ccc(C2CCN(C(=O)c3cnn(-c4ccc(C)cc4)c3C3CCN(C(=O)OC(C)(C)C)CC3)C2)cc1 (stereo not drawn)
 : 1%	-14%	-6%
> Cc1nn(C)c2c1c(-c1ccccc1)cc(=O)n2Cc1ccccc1C#N
 : -1%	-15%	-14%
> CCOC(=O)c1cc(-c2ccc(F)cc2)n(CCC(=O)NC2CCC(C)CC2)c1C (stereo not drawn)
 : -8%	-1%	3%
> COc1ccccc1N1CCN(C(=O)Cn2cnc3onc(-c4ccc(F)cc4)c3c2=O)CC1
 : -6%	-10%	?
> Cc1cccc(N2CCN(S(=O)(=O)c3ccc4c(c3)CCCN4C(=O)C3CCC3)CC2C)c1 (stereo not drawn)
 : 10%	-5%	-9%
> O=C(Cn1cc(S(=O)(=O)Cc2ccccc2F)c2ccccc21)NCc1ccccc1
 : -10%	11%	-13%
> Cc1cc(O)c(C(c2ccccc2)N2CCCCC2)c(=O)n1Cc1ccco1 (stereo not drawn)
 : -5%	?	-10%
> Cc1cc(C)cc(Nc2ncnc3c2nc2n3CCCC2)c1
 : 5%	-11%	0%
> Cc1cccc(NC(=O)C(=O)NCC(c2cccnc2)N2CCOCC2)c1 (stereo not drawn)
 : -8%	-10%	-6%
